SW480 rerep: DNA re-replication induction in SW480 cells; 340,000 tested, 1.8% active; Potency, µM (series often up to 46.1 µM), for the others: top-dose re-replication activation, actives largely listed as activators; SW480 DNA re-replication, Hoechst DNA content imaging, 48 h; note: potency is the fitted concentration of half-maximal effect; % of control where 0% means no effect; nearly all actives have a fitted effect of over 55% in size
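First, 250 cells per well were seeded. Next, compound or vehicle (23 nL) was pinned in, plates sat 48 hr at 37 C. Finally Hoechst was added for 40 min before fluorescence scanning.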
KB-3-1 tox: KB-3-1 parental cell cytotoxicity. KB-3-1 viability, CellTiter-Glo ATP luminescence, 72 h. Potency, µM (titrated, usually from 46.1 µM), for inactives: at the highest dose activity change, negative = cytotoxic, usual class: cytotoxic. 400,000 tested, 1.4% active; note: potency is the fitted concentration of half-maximal effect; % is set by controls: 0 for no effect and ±100 for the full control effect; nearly all actives have a fitted effect of over 60% in size
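Cytotoxicity in the drug-sensitive parental line KB-3-1 was scored as loss of CellTiter-Glo luminescence following 72 h incubation with compound. Values come from curve fitting of normalized concentration-response data.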
HT1080 IDH1KD tx: kills HT-1080 cells with IDH1 knockdown | HT-1080 IDH1 knockdown viability, ATP luminescence, 48 h | Potency, µM (highest dose often 46.1 µM), inactives show at the top dose activity, negative = toxicity, most hits filed as cytotoxic | 360,000 tested, 2% active | AID 686971;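 note: potency is the fitted concentration of half-maximal effect; 0% = DMSO wells and -100% = cell-free medium wells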
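% activity derives from luminescence (CellTiter-Glo), normalised to DMSO and no-cell wells. HT-1080-IDH1KD cells, 750/well, had 48 h compound exposure at 37 °C.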
ATXN2 expr inh: inhibitors of ATXN2 expression. Potency, µM (highest dose often 57 µM), for the others: at the top dose activity change, negative = inhibition, most hits filed as inhibitors. 360,000 tested, 0.72% active. HEK-293 ATXN2-luciferase reporter, luminescence, 24 h; note: potency is the fitted concentration of half-maximal effect; % is set by controls: 0 for no effect and ±100 for the full control effect; nearly all actives have a fitted effect of over 55% in size
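qHTS (up to 57 uM final) was run with 24 h compound exposure of reporter cells at 37 °C. Each well was multiplexed: SteadyGlo luminescence measured ATXN2-luciferase expression after a fluorogenic Gly-Phe-AFC viability readout (25 uM final).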
S2 tox: reduces viability in counter-screen for ATXN expression inhibitors. Potency, µM (doses to about 56.7 µM), usual class: cytotoxic. 400,000 tested, 0.49% active. S2 cells (HEK-293 line with an ATXN2-luciferase reporter) viability, CellTiter-Fluor protease fluorescence, 24 h; note: potency is the fitted concentration of half-maximal effect; nearly all actives have a fitted effect of over 40% in size
IL1B secr inh: inflammasome signaling inhibition, IL-1 beta readout. 360,000 tested, 4.7% active. activity change, % at 57.5 µM. THP-1 LPS/ATP IL-1B secretion, AlphaLISA, 16 h; stronger effect = lower value. AID 743279; in the data active = activity change below about -50%; inconclusive = mostly about -30% to -49%; note: % is set by controls: 0 for no effect and ±100 for the full control effect
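THP-1 cells pretreated 1 hr with compounds (up to 57.5 uM final), then stimulated with LPS (250 ng/mL final) plus ATP (1.25 mM final); secreted IL-1B measured by AlphaLISA after 16 hr, decreased signal indicating inhibition.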
HT1080NT lethal: kills 2HG-producing HT-1080-NT fibrosarcoma cells. Potency, µM (top dose mostly 46.1 µM), for inactives: at the highest dose activity, negative = less viability, hits mostly cytotoxic. HT-1080-NT fibrosarcoma viability, CellTiter-Glo ATP luminescence, 48 h. 360,000 tested, 1.6% active;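 note: NT is the 2HG producing partner of a matched IDH1 knockdown line; potency is the fitted concentration of half-maximal effect; 0% = DMSO-treated cells and -100% = media-only wells without cells; nearly all actives have a fitted effect of over 55% in size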
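Toxicity toward the 2HG-producing NT line was scored as %Activity, normalised to DMSO and no-cell wells, from CellTiter-Glo luminescence after 48 hours' treatment.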
MCF10A rerep: DNA re-replication induction in MCF 10a cells. MCF 10A DNA re-replication, Hoechst nuclear intensity, 48 h. Potency, µM (top dose mostly 46.1 µM), without a hit: top-dose activity, positive = re-replication, most hits filed as activators. 350,000 tested, 2.9% active; note: potency is the fitted concentration of half-maximal effect; % of control where 0% means no effect; nearly all actives have a fitted effect of over 50% in size
HepG2 viability: kills HepG2 cells in TGF-b inhibitor counter-screen; HepG2 CAGA-GFP viability, ATP luminescence, 18 h; Potency, µM (highest dose often 46.1 µM), for the others: top-dose activity change, negative = cytotoxicity, usual class: cytotoxic; 410,000 tested, 0.76% active; note: potency is the fitted concentration of half-maximal effect; some results filed as inactive show a strong effect at the top dose
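HepG2 CAGA-GFP cells (1000/well, DMEM with 1% FBS) received compound, then TGF-beta at 500 pg/mL final, and were incubated 18 hours at 37 degrees C. Viability was read by CellTiter-Glo luminescence. Media-only wells were set as complete cell-killing and DMSO as no toxicity.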
Starred values were filed as active, the others as inactive; i = inactive; ? = inconclusive; nt = no result given; [ ] = remark or other dose. Unless noted, calls come from the whole dose curve; as a rule, active = well fitted curve in the direction sought with a large enough effect; inconclusive = small, poorly fitted or top-dose-only effect, or another doubt; inactive = no such curve, though single readings can be large; an effect the other way counts as inactive or inconclusive.

SMILES | SW480 rerep | KB-3-1 tox | HT1080 IDH1KD tx | ATXN2 expr inh | S2 tox | IL1B secr inh | HT1080NT lethal | MCF10A rerep | HepG2 viability
CC(=O)c1ccc(NC(=O)Nc2ccc3c(c2)nc(C)n3C)cc1 | 0% | 0% | 16% | 55%[activator] | i | 91 | 4% | -7% | -3%
CCOC(=O)C1=C(COC(=O)COc2ccc(OCC)cc2)NC(=O)NC1C (configuration not stated) | -5% | -6% | 12% | 7% | i | 6 | 4% | -1% | -8%
N=C1/C(=C/c2ccc(-c3cccc(C(=O)O)c3)o2)C(=O)N=C2SC=C(c3ccccc3)N12 | -3% | -3% | 2% | 8% | i | 39 | -16% | 5.8µM* | -39%
COC(=O)c1ccc(S(=O)(=O)c2ccc([N+](=O)[O-])cc2)cc1 | -2% | -13% | 1% | nt | i | -4 | 13% | -8% | -9%
CC(=O)N[C@@H]1c2c(ccc3ccccc23)OC[C@@H]1COC(C)=O | -7% | 12% | 29% | 3% | i | 42 | 27% | -25% | -1%
NC(=O)C1CC(=O)N(c2ccc(OCc3ccc([N+](=O)[O-])cc3)cc2)C1 (configuration not stated) | 3% | -5% | -1% | 32% | i | -11 | 0% | ? | -35%
Cc1ccc(NC(=O)Cn2c([N+](=O)[O-])cnc2C)cc1 | -3% | -16% | 15% | -19% | i | 21 | 7% | -2% | 2%
O=C(Nc1nnc(CCc2ccccc2)s1)c1ccc(F)cc1 | -29%[9.22 µM] | -1% | 4% | 0% | i | -18 | 6% | 2% | 4%
C=CCn1c(-c2oc3nc(-c4ccccc4)cc(-c4ccccc4)c3c2N)n[nH]c1=S | 8.2µM* | 3% | 5% | 6% | nt | -13 | 3% | 7.3µM* | -2%
CO/N=C(/CS(=O)Cc1ccccc1Cl)c1ccc(Cl)cc1Cl (configuration not stated) | -4% | -15% | -19% | -11% | i | -2 | -8% | -2% | -12%
c1ccc(Nc2nc(N3CCNCC3)nc(N3CCOCC3)n2)cc1 | ? | -14% | -15% | -12% | i | -63* | -26% | ? | -33%
Cc1ccc(S(=O)(=O)N2CCCCC2)cc1NC(=O)c1ccc(Cl)nc1 | -5% | 7% | 6% | -11% | i | 0 | -1% | 1% | -20%
CCOc1ccc(CCNC(=O)CS(=O)(=O)Cc2nc(-c3cccc(Cl)c3)oc2C)cc1 | nt | -17% | nt | -31% | i | nt | nt | nt | -11%
O=C(NCCCN1CCOCC1)c1ccc2c(c1)N(Cc1ccc(F)cc1)CCS2 | -2% | -9% | ? | -16% | i | -5 | -13% | 14% | -11%
CCN(CC)C(=O)c1sc2c(c1C)c(=O)n(-c1ccc(C)c(C)c1)c(=O)n2Cc1cccc(Cl)c1 | nt | 0% | nt | -23% | i | nt | nt | nt | -3%
Cc1c(CC(=O)NCCC(C)C)c(=O)oc2cc3c(cc12)CCC(C)(C)O3 | ? | 15% | 11% | -16% | nt | -10 | 11% | ? | -2%
O=C(c1ccco1)N1CCN(c2ccnc3cc(Cl)ccc23)CC1 | -4% | -11% | 8% | ? | i | -5 | -1% | 0% | -28%
O=C(COc1ccccc1)Nc1nnc(-c2ccccc2Cl)o1 | 1% | -11% | -2% | -4% | i | 7 | -6% | 3% | -1%
Cc1ccc(-n2c(C)c(C)c3c(NCCO)ncnc32)cc1 | -1% | 12% | -25% | 50%[activator] | i | -28 | -3% | 7% | -3%
O=C(O)CC1(CC(=O)N2CCN(CCO)CC2)CCCC1 | -47%[inhibitor] | 7% | 13% | -34% | i | -11 | 21% | -42%[inhibitor] | -1%
CCC(C)NC(=O)CN(c1ccc(OC)cc1)S(=O)(=O)c1ccccc1 (configuration not stated) | 1% | ? | 8% | -22% | i | 0 | 5% | 20% | -11%
c1ccc(C[n+]2cccc(-c3ccccc3)c2)cc1 | -2% | ? | -6% | -11% | i | 39 | 1% | 22% | -26%
CCc1nn2c(=O)cc(COc3ccc(NC(=O)c4ccco4)cc3)nc2s1 | ? | -5% | 3% | -1% | i | -14 | 3% | 12% | -4%
Cc1ccc(NC(=S)N/N=C/c2c(C)nn(-c3ccccc3)c2N2CCCC2)cc1 | 14% | 1% | 22% | -15% | i | 30 | 5% | ? | 4%
COc1cc(/C=N/NC(=O)c2ccc(NC(=O)C3CCCCC3)cc2)ccc1O | -2% | 18% | 12µM* | ? | i | ? | ? | 10% | -23%
COc1cccc2c1C(=O)c1c(O)c3c(c(O)c1C2=O)CC(O)(C(C)=O)CC3OC1CC(N(C)C)C(O)C(C)O1 (configuration not stated) | ? | ? | 0.73µM* | ? | ? | -101* | ? | -1% | -42%
CC1CCc2sc(NC(=O)C3CC(Cl)=CCC3C(=O)O)c(C#N)c2C1 (configuration not stated) | -3% | 4% | -19% | -4% | i | -12 | -8% | 17% | -16%
CC(C)(C)OC(=O)NC(CO)c1cn([C@@H](Cc2cc3ccccc3[nH]2)C(=O)N2CCN(C(=O)OC(C)(C)C)CC2)nn1 (some centres not stated) | -16% | 14% | 14% | 1% | i | -2 | 11% | ? | 22%
CCCn1c2ccccc2c2cnn(CC(=O)NCC3CCN(Cc4ccc(F)cc4)CC3)c(=O)c21 | nt | -18% | nt | -5% | i | nt | nt | nt | -9%
c1cncc(C(c2nnnn2C2CCCC2)N2CCCC2)c1 (configuration not stated) | -1% | -5% | 7% | -5% | i | -9 | -4% | 4% | 0%
CCOc1ccc(NC(=O)CN2CCN(c3ccccc3C)CC2)cc1S(=O)(=O)N1CCCC1 | 0% | -17% | -2% | -11% | i | -5 | -2% | -4% | -17%
C=CCn1c(=O)c2c(C)c(C)sc2n2c(Nc3ccc(OC)cc3)nnc12 | -7%[9.22 µM] | 23% | 2% | 6% | i | ? | 0% | 3% | -12%
Cc1ccc(C(=O)NNC(=O)c2cccc3ccccc23)cc1 | -5% | 3% | -1% | 9% | i | ? | 16% | 12% | 12%
Cc1cccc(/C=N/NC(=O)c2cc(Br)ccc2OCc2ccccc2)n1 | ? | -15% | 18µM* | -27% | i | 4 | ? | ? | -68%
COC(=O)CCCn1cc(CN2CC(N3CCN(Cc4cccc(C)c4)CC3)CS2(=O)=O)nn1 (configuration not stated) | nt | 17% | 9% | -3% | i | 57 | 19% | nt | nt
COc1ccc(NC(=O)c2ccc(N3CCOCC3)nc2)cc1 | 1% | -8% | 1% | -4% | i | -18 | -1% | -3% | 7%
N#Cc1ccc(-c2cccs2)nc1SCc1cccnc1 | 0.73µM* | ? | ? | -24% | i | 93 | ? | 0.41µM* | -19%
CCC(C)n1c(C)cc(=O)n1C(C)CC (configuration not stated) | 9% | 11% | 13% | 2% | i | 7 | 20% | -2% | 3%
OC(COc1ccccc1)CN1CCN(CC(O)COc2ccccc2)CC1 (configuration not stated) | -50%[inhibitor] | -12% | -9% | -10% | i | 9 | -1% | ? | -2%
CCOc1cc(-c2nc(-c3ccncc3)no2)cc(OCC)c1OCC | 0%[9.22 µM] | 9% | 6% | -1% | i | -8 | 12% | -1% | -8%
COCCN(C(=O)CSc1nc2ccccc2c(=O)n1C(C)COC)c1c(N)n(Cc2ccccc2)c(=O)[nH]c1=O (configuration not stated) | 0% | -5% | -1% | 0% | ? | -1 | 5% | -4% | 2%
Cc1csc(Nc2ccccc2)n1 | 7% | 4% | -3% | 7% | i | 5 | 5% | 0% | 0%
CC(C)(C)NC(=S)NC(C)(C)C | 1% | 12% | 15% | 10% | i | 24 | 14% | -2% | 4%
COc1cc(C(=O)Nc2nnc(-c3sccc3C)s2)cc(OC)c1OC | ? | ? | 15µM* | -16% | ? | -9 | ? | ? | -45%
CCOC(=O)c1cnc2cc(Cl)c(OC)cc2c1NCC1CCCO1 (configuration not stated) | -6% | 0% | -30% | ? | i | ? | -4% | 0% | -1%

Entries of single compounds, looked up by structure.
N#Cc1ccc(-c2cccs2)nc1SCc1cccnc1 in the list: SW480 rerep = 0.73µM*; KB-3-1 tox = ?; HT1080 IDH1KD tx = ?; ATXN2 expr inh = -24%; S2 tox = i; IL1B secr inh = 93; HT1080NT lethal = ?; MCF10A rerep = 0.41µM*; HepG2 viability = -19%
Cc1csc(Nc2ccccc2)n1 in the list: SW480 rerep = 7%; KB-3-1 tox = 4%; HT1080 IDH1KD tx = -3%; ATXN2 expr inh = 7%; S2 tox = i; IL1B secr inh = 5; HT1080NT lethal = 5%; MCF10A rerep = 0%; HepG2 viability = 0%
CCOC(=O)c1cnc2cc(Cl)c(OC)cc2c1NCC1CCCO1 (configuration not stated) in the list: SW480 rerep = -6%; KB-3-1 tox = 0%; HT1080 IDH1KD tx = -30%; ATXN2 expr inh = ?; S2 tox = i; IL1B secr inh = ?; HT1080NT lethal = -4%; MCF10A rerep = 0%; HepG2 viability = -1%

Next section:
SMILES | SW480 rerep | KB-3-1 tox | HT1080 IDH1KD tx | ATXN2 expr inh | S2 tox | IL1B secr inh | HT1080NT lethal | MCF10A rerep | HepG2 viability
CCN(CC)S(=O)(=O)c1ccc(O)c(NC(=O)CN2CCc3ccccc3C2)c1 | 3% | 3% | 0% | -1% | ? | 7 | 0% | 2% | -4%
C[C@]12CCC(O)CC1=CCC1C2CC[C@]2(C)/C(=N\NC(N)=S)CCC12 (some centres not stated) | -4% | -5% | -4% | -1% | i | 2 | -2% | 2% | -3%
Cc1cc(-c2onc3ccc(Cl)cc23)ccc1O | 5% | -1% | -25% | 59%[activator] | nt | ? | -14% | ? | -26%
CC1CCN(C(=O)CNC(=O)Cc2ccccc2)CC1 | -5% | -6% | 3% | 1% | i | 22 | 14% | 3% | -42%
COc1cccc(CNC(=O)CN2C(=O)NC(Cc3ccccc3)(c3ccccc3)C2=O)c1 (configuration not stated) | -8% | -1% | -4% | 5% | i | -59* | 4% | 0% | -16%
CC(C)Nc1nnc(SC(C)C(=O)Nc2ccc(Cl)cn2)s1 (configuration not stated) | -22% | -3% | -1% | -8% | ? | 1 | 2% | ? | -10%
CC1CCCC(NC(=O)CSC2=Nc3ccccc3C3CC=NN23)C1C (configuration not stated) | ? | -5% | 16% | 3% | i | 4 | 0% | ? | 7%
